Compound activity from PubChem.
APP 5UTR inh = inhibitors of APP translation via 5'UTR reporter, primary screen, APP 5'UTR luciferase, SH-SY5Y cells; actives 0.82% (n = 190,000); SH-SY5Y APP 5'UTR-luciferase reporter, luminescence; inhibition, % at 2 µM;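 active = inhibition above a set limit, derived from the sample mean plus 3 SD, cut at about 45% in these data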; also: values of inactives mirror those of a sister screen read the other way
STAT1 blocker = STAT1 signaling inhibitors, primary screen, cell-based, HTS, luciferase reporter. NIH 3T3 STAT1-luciferase reporter, IFN-gamma, luminescence. inhibition, % at 5.5 µM. actives 0.35% (n = 200,000);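 active = inhibition above a set limit, the mean inhibition across all tested compounds plus 3 SD, cut at about 34% in these data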;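 also: 0% = IFN-gamma with DMSO and 100% = IFN-gamma with 300 µM nifuroxazide; values of inactives mirror those of a sister screen read the other way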
Hsp70 activator = Hsp70 transcriptional activators, primary screen, cell-based, HeLa, Hsp70 promoter luciferase, luminescence, 10 µM | actives 0.04% (n = 200,000) | activation, % at 10 µM | HeLa Hsp70 promoter luciferase reporter; scaled: vehicle 0, proteasome-inhibitor control 100%;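 active = activation above the mean across all tested compounds plus 3 SD, cutoff set per campaign, cut at about 5.5% in these data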;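 also: 100% = MG132 at 30 µM as the positive control and 0% = DMSO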
G6PDH CS = L. mesenteroides G6PDH inhibitors, counter-screen for G6PDH-coupled screening assays, biochemical, Leuconostoc mesenteroides enzyme. glucose-6-phosphate dehydrogenase [Leuconostoc mesenteroides]. Purified L. mesenteroides G6PDH, diaphorase/resazurin coupled fluorescence, 45 min. inhibition, % at 5 µM. actives 0.12% (n = 200,000); in the data active = inhibition above about 50%
STAT3 act = IL-6 driven STAT3 reporter potentiators, primary screen, U3A cells, luciferase, luminescence, MLSCN library; IL-6 STAT3-luciferase reporter; 100% = signal with IL-6 EC80 alone; activation (% of control), % at 5.6 µM; actives 0.91% (n = 190,000); AID 871, 2007;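 active = activation above the screen-wide mean of compound activation plus 3 SD, cut at about 130% in these data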;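 also: 0% = background luminescence of wells with medium and substrate only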
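Detection: reporter luminescence signal / Assay system: STAT1-lacking human U3A cells, STAT3 luciferase reporter / Incubation: compound pre-incubation 1 h before IL-6, then 6 h stimulation at 37 °C / Control set: IL-6-only high control / Read-out: % activation relative to IL-6 control / Probe or stimulus: Interleukin-6, 33 ng/mL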
Diaphorase inh = diaphorase inhibitors and chemical oxidizers, primary screen, counter-screen for diaphorase-coupled primary assays, biochemical, uHTS, resorufin fluorescence; diaphorase resazurin-to-resorufin fluorescence, NADH, 16 min; bacterial (C. kluyveri) enzyme, not human; inhibition, % at 20 µM; actives 0.69% (n = 190,000); AID 1217, 2008;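 active = primary screen inhibition at 20 µM above a set limit, cut at about 50% in these data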;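 also: plate controls were DMSO with full reaction for no effect and wells lacking NADH for full effect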
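Test system: bacterial diaphorase enzyme (C. kluyveri); Quantity: 0.14 U/mL diaphorase, enzyme working solution; Times: reaction incubation of 16 min at room temperature; Measured by: fluorescence of resorufin formed from resazurin, Ex 544/Em 590 nm; Benchmarks: positive control minus NADH, DMSO neutral control.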
STAT1 act = STAT1 signaling activators, primary screen, cell-based, HTS, luciferase reporter; actives 2.6% (n = 200,000); activation (% of control), % at 5.5 µM; NIH 3T3 STAT1-luciferase reporter, IFN-gamma, luminescence; 100% = IFN-gamma alone, no compound;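 active = activation above the screen-wide mean activation plus 3 SD, cut at about 130% in these data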;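 also: raw ratio to IFN-gamma control signal so 100% means no change and 0% no light; values of inactives mirror those of a sister screen read the other way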
STAT3 blocker = IL-6 driven STAT3 reporter inhibitors, primary screen, U3A cells, luciferase, luminescence, MLSCN library | IL-6 STAT3-luciferase reporter; host cell line lacks STAT1 | inhibition, % at 5.5 µM | actives 0.89% (n = 190,000);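 active = inhibition above the mean inhibition across all screened compounds plus 3 SD, cut at about 44% in these data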;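 also: 0% = DMSO only wells and 100% = 100 µM nifuroxazide control wells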
Diaphorase act = compounds boosting diaphorase resazurin reduction – biochemical, uHTS, resorufin fluorescence, counter-screen for diaphorase-coupled primary assays, primary screen; actives 0.005% (n = 190,000); Diaphorase/resazurin coupled assay, 16 min; stronger effect = higher value; 1 = vehicle wells, 0 = NADH-free wells; activation factor at 20 µM;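 active = diaphorase activity raised at least twofold by the compound at 20 µM; inactive = activation factor below 2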
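Assay system: Purified diaphorase enzyme from Clostridium kluyveri | Amount: Enzyme 0.07 U/mL final | Dosing: Compound 20 µM once, DMSO 1% | Timing: 16 min reaction at room temperature | Detection: Fluorescence, excitation 544 nm and emission 590 nm | Evaluation: Higher resorufin formation from activation or reduction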
TLR4 MyD88 comp = inhibitors of TLR4-MyD88 association in cells, primary screen, cell-based, HeLa CL3-4, BLA complementation, FRET ratio; Toll-like receptor 4 (Homo sapiens) + Myeloid differentiation primary response protein …; HeLa CL3-4 TLR4/MyD88 BLA complementation; inhibition, % at 8.4 µM; actives 0.18% (n = 200,000); AID 861, 2007; in the data active = inhibition above about 25%;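 also: 0% = vehicle and 100% = reference inhibitor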
Target sequence (O00206 whole entry, looked up): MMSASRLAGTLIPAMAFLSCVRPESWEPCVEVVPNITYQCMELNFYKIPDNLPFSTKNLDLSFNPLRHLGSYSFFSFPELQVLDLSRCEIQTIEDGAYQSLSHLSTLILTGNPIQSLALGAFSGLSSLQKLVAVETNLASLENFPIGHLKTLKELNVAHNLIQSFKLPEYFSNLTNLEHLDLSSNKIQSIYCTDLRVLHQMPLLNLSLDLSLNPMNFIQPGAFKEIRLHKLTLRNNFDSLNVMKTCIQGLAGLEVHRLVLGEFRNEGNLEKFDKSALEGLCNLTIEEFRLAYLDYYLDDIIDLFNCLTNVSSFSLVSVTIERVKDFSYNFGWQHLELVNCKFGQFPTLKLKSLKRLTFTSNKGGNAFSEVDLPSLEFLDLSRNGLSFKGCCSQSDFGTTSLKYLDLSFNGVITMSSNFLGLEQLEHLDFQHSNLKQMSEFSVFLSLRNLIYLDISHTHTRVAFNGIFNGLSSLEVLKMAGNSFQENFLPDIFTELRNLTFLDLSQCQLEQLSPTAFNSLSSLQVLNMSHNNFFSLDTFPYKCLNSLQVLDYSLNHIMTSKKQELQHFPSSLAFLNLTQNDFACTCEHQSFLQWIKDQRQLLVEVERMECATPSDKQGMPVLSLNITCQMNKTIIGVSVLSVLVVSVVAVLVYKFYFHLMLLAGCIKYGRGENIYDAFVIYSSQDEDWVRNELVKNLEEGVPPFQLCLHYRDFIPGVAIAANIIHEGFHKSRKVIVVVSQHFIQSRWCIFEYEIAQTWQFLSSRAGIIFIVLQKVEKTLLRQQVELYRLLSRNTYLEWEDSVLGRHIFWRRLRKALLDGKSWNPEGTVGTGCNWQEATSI
Target sequence (Q99836 whole entry, looked up): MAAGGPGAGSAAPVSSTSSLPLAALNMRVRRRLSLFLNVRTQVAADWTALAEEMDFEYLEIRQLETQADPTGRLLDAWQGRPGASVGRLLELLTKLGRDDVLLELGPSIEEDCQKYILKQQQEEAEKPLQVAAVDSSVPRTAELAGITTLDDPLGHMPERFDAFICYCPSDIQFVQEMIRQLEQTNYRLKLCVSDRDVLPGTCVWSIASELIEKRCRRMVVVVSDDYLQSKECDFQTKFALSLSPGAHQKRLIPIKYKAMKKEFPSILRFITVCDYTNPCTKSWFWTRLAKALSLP
* marks the source's active call; other numbers are inactive results; nt = no result given.

The line under a structure holds: APP 5UTR inh, STAT1 blocker, Hsp70 activator, G6PDH CS, STAT3 act, Diaphorase inh, STAT1 act, STAT3 blocker, Diaphorase act, TLR4 MyD88 comp
1	c1ccc(-n2cc(CN3CCCC3)c(-c3ccc4c(c3)OCO4)n2)cc1
    -13, -7, -0.4, 16, 98, -18, 105, 7, 1.2, 3
2	Cc1cc(C)c(C#N)c(SCc2nc3ccccc3[nH]2)n1
    -148, -18, -0.1, 0, 185*, 3, 117, -87, 1, -8
3	C#CCn1c(S(=O)(=O)Cc2ccc(C)cc2)nc(-c2ccccc2)c1-c1ccccc1
    -9, 7, -0.2, 0, 103, 9, 93, 3, 0.9, 3
4	COc1ccc2nc(SCC(=O)N3CCCCC3)c(C#N)cc2c1
    -16, -35, -0.1, 10, 108, 16, 131*, -7, 0.8, -5
5	Cc1ccc(-n2c(SCC(=O)Nc3ccc4c5c(cccc35)CC4)nc(O)c(C)c2=O)cc1
    -18, -1, 0.5, 9, 101, 14, 101, 2, 0.9, -5
6	Cc1nnc(SC(C)C(=O)Nc2ccc(S(=O)(=O)N3CCCCC3)cc2)s1 (centres undefined)
    5, -5, -0.4, 16, 98, 19, 104, 7, 0.8, 1
7	O=C(Nc1ccccc1)N1CCN(c2cccc(C(F)(F)F)c2)CC1
    nt, 8, -0.4, 9, 80, 20, 92, 29, 0.8, 12
8	CCOC(=O)C1(CC2CC2)CCN(Cc2cnc(-c3ccccc3C)nc2)CC1
    -12, -1, -0.4, 13, 106, 4, 99, -5, 1, -7
9	Cc1cnc(NC(=O)c2cc3ccccc3o2)s1
    -95, 43*, -0.3, -5, 53, -1, 59, 60*, 1, -6
10	NNC(=O)c1cc(O)c(O)c(O)c1
    -25, 5, -0.2, 9, 109, 65*, 95, -4, 0.4, -5
11	CCc1c(C)sc(NC(=O)c2noc(C)c2[N+](=O)[O-])c1C#N
    8, 10, -0.3, 3, 98, 6, 90, 9, 0.9, 9
12	Cn1nc(C(C)(C)C)cc1C(=O)NCc1ccc(N2CCCC2=O)cc1
    -16, 22, 0.6, 1, 54, 4, 79, 59*, 1, -14
13	COc1ccc(Cl)cc1NC(=O)COC(=O)/C=C/c1c(C)nn(C2CCS(=O)(=O)C2)c1Cl (centres undefined)
    -7, 11, 0.1, -4, 66, 20, 90, 46*, 0.8, 1
14	COc1cc(/C=C(\C#N)c2[nH]nc(N)c2C#N)cc(OC)c1O
    49*, -6, -0.4, 6, 102, 22, 105, 5, 0.8, 6
15	O=C(Oc1ccc(=O)n(-c2ccccc2)n1)c1ccccc1
    5, -4, -0.1, 3, 98, 5, 103, 4, 0.9, -5
16	Cc1ccc(NC(=O)C(=O)NC2CCCCC2)cc1
    -18, -30, 0.0, 2, 110, 7, 128, -5, 0.9, 2
17	O=C(/C=C/c1ccccc1)c1ccccn1
    -10, -18, -0.3, 3, 108, 16, 116, 1, 0.8, 3
18	COC(=O)c1cc(C(=O)OC)cc(-n2c(C)cc(C(=O)COC(=O)CNS(=O)(=O)c3ccc(C)cc3)c2C)c1
    -3, 2, -0.3, 8, 104, 20, 99, -7, 0.8, -2
19	Cc1ccc(NC(=O)c2ccc3c(c2)C(=O)N(CC2CCCO2)C3=O)cc1C (centres undefined)
    10, -27, 0.1, 7, 113, 0, 122, -13, 1, -4
20	CC(C)NC(=O)CN1CCC(O)(c2ccccc2)CC1
    -18, 2, -0.4, 3, 95, -13, 98, 8, 1.1, 14
21	O=CN1CCN(C(=O)CN2C(=O)c3ccccc3C2=O)CC1
    -12, 10, 0.3, 10, 105, 8, 90, 1, 0.9, -16
22	N=c1ccn(Cc2ccccc2Cl)cc1
    24, 6, -0.6, -6, 85, 5, 99, 20, 0.9, -3
23	C=CCc1cccc(/C=N/NC(=O)C(C)Nc2ccc(C)cc2)c1O (centres undefined)
    33, 6, -0.3, 7, 94, 9, 94, 8, 0.9, 2
24	COc1ccc(CCNC(=O)CCC(=O)Nc2nnc(C(C)C)s2)cc1OC
    0, 2, -0.4, 11, 99, 10, 99, -1, 0.9, -3
25	COc1cc([N+](=O)[O-])ccc1NC(=O)/C=C/C(=O)O
    -28, -3, -0.3, 1, 105, -7, 102, -4, 1.1, 15
26	CC(C)C1CC(c2csc(N)n2)CCO1 (centres undefined)
    -4, 10, 0.3, 7, 103, 9, 91, 0, 0.9, 12
27	COc1ccc(C(NC(=O)/C=C/c2ccco2)c2ccc(OC)c(OC)c2)cc1OC
    -2, 2, -0.4, 17, 100, 13, 99, 3, 0.9, -1
28	Cc1cccc(NC(=S)N2CCC(O)CC2)c1C
    -13, -5, 0.3, 13, 94, -10, 103, 12, 1.1, 1
29	COc1ccccc1/C=C/C(=O)c1cc(Br)ccc1OC(=O)c1ccco1
    -44, 24, -0.3, nt, 119, nt, 78, -16, nt, -9
30	N#CCSc1nnc(-c2ccccc2O)n1CCc1ccccc1
    -1, 9, -0.3, 8, 101, 0, 92, 3, 1, -7
31	Cc1ccccc1NC(=O)CCN1CCc2ccccc2C1
    -2, -1, -0.2, 13, 104, -1, 99, 3, 1, -9
32	CCOC(=O)C1CCCN(Cc2cc(=O)oc3cc(C)ccc23)C1 (centres undefined)
    -25, -17, 0.1, 3, 118, 4, 116, -21, 1, -4
33	CN(C)/C=C/C(=O)c1ccc(Br)s1
    -16, -20, 0.3, 14, 90, 19, 117, 16, 0.8, 0
34	Cc1cc(C(=O)NCc2cccnc2)n(-c2ccccc2)n1
    -5, 8, -0.3, -15, 103, 10, 93, 2, 0.9, -12
35	C=CCCC(=O)Nc1nc(C)c(-c2csc(Nc3ccc(Cl)cc3Cl)n2)s1
    -13, -4, -0.1, 2, 102, 21, 104, 2, 0.8, -15
36	Cc1cc(C)cc(NC(=O)Cn2nnc3ccccc3c2=O)c1
    8, -4, -0.1, 7, 109, 9, 104, -6, 0.9, 11
37	CC(=O)N(C)c1ccc(NC(=O)c2ccco2)cc1
    -52, -21, 0.2, -14, 108, 14, 115, -7, 0.9, 11
38	O=C(Oc1cc(=O)oc2ccccc12)c1cccnc1Cl
    -1, 2, -0.1, 13, 101, -5, 99, 4, 1, -1
39	O=C(c1ccc(N2CCN(CCO)CC2)nc1)N1CCOCC1
    7, -1, -0.2, -2, 98, 2, 101, 7, 1, 8
40	O=C(O)COc1ccc2c(-c3ccccc3)cc(=O)oc2c1
    -1, -2, 0.3, -1, 104, 5, 102, -2, 1, 0
41	O=[N+]([O-])c1cccc(-c2nnc3ccc4ccccc4n23)c1
    5, -9, -0.2, -4, 116, 30, 108, -14, 0.7, -3
42	O=C(Nc1cccnc1)c1ccc(COCC(F)(F)F)cc1
    -23, -5, -0.1, -12, 92, 12, 104, 13, 0.9, 16
43	O=C(NCc1ccco1)C(C(=O)c1ccccc1)n1ccccc1=O (centres undefined)
    -3, 1, -0.3, -1, 98, 9, 99, 8, 0.9, 6
44	O=C(CCNc1ccccc1)c1ccc2c(c1)OCO2
    -55, -52, 0.5, 5, 100, 0, 148*, 6, 1, -17
45	CC(C)(C)NC(=O)C(c1cccs1)N(CC1CCCO1)C(=O)Cn1nnc(-c2cccs2)n1 (centres undefined)
    4, -4, -0.2, 2, 99, 4, 104, 7, 1, 6
46	CCOC(=O)N1CCN(Cc2ccccc2F)CC1
    5, 11, -0.2, 5, 95, 19, 90, 11, 0.8, 0
47	COc1nc(N/N=C/c2cc3c(cc2Br)OCO3)nc(N2CCOCC2)n1
    4, 0, -0.1, -4, 104, 17, 100, 0, 0.8, 14
48	CC1(C(=O)OCC(=O)N2c3ccccc3Sc3ccccc32)CC1(Cl)Cl (centres undefined)
    30, 0, -0.3, 0, 104, 14, 100, -5, 0.9, -10
49	CN1CCNC(=O)C1CC(=O)NCCc1ccccc1F (centres undefined)
    -3, -17, -0.2, 24, 106, -1, 114, -5, 1, 3
50	CCCn1c(NCc2ccc(C)o2)nc2ccccc21
    4, 1, -0.4, -2, 94, 12, 99, 10, 0.9, 4

Next results
The line under a structure holds: APP 5UTR inh, STAT1 blocker, Hsp70 activator, G6PDH CS, STAT3 act, Diaphorase inh, STAT1 act, STAT3 blocker, Diaphorase act, TLR4 MyD88 comp
51	CCOc1nc(N2CCCCC2)nc(-n2cc(-c3ccccc3)nn2)n1
    -1, 10, 0.0, 7, 84, 15, 91, 22, 0.9, -6
52	COc1c(F)c(F)c(-c2csc(N)n2)c(F)c1F
    -16, 2, -0.2, nt, 98, nt, 99, 6, nt, 4
53	Cc1ccc(-c2nc(CS(=O)CC(=O)NCCCN3CC(C)CC(C)C3)c(C)o2)cc1 (centres undefined)
    nt, 3, -0.1, 4, 101, 2, 97, 8, 1, 1
54	CCCCCc1ccc(-c2ccc(/C=C/C(=O)O)cc2)nc1
    21, -12, -0.6, 6, 71, 14, 111, 34, 0.9, -18
55	O=C(NCCCN1CCN(c2ccccc2)CC1)Nc1ccccc1C(F)(F)F
    -1, -5, 0.2, -1, 101, 5, 104, -2, 0.9, 14
